# Compound activity (PubChem BioAssay)
# GAA glycogen: alters human alpha-glucosidase cleavage of glycogen | P10253 | recombinant GAA, glycogen substrate, Amplex Red glucose oxidase fluorescence | Potency, µM (top dose mostly 76.4 µM), for inactives: at the top dose activity change, negative = inhibition, hits mostly inhibitors | 300,000 tested, 0.38% active; active means well fitted inhibition curve with a large enough effect; inconclusive means small, poorly fitted or top-dose-only effect, or another doubt; inactive means no such curve, though single readings can be large or run the other way;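 further: 0% = full enzyme reaction and -100% = no-enzyme basal signal; the screen sought inhibitors and activators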
#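 Recombinant human enzyme (4 nM); glycogen substrate; 37 C, 40 min, pH 5.0. Readout: coupled glucose oxidase/Amplex Red fluorescence.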
# Active calls of the source: *; u = inconclusive; & = joins results of further samples; [ ] = remark or other dose. Potency means the concentration at half of the fitted maximal effect.
GAA glycogen | SMILES
3.6% | CC(=O)c1c(C)oc2c1cc(NS(=O)(=O)c1ccc(C(=O)O)cc1)c1ccccc12
-3.4%[76.3 µM] | COc1cccc(C2C(C(=O)Nc3cccnc3)=C(C)Nc3nc(SCc4ccccc4)nn32)c1 (stereo not given)
-1.7%[76.3 µM] | CC1(C)Cc2c(cnn2-c2cccc(F)c2)C(NC(=O)c2ccc(=O)[nH]n2)C1 (stereo not given)
-22.6%[76.3 µM] | Cc1ccc(C(=O)N(Cc2ccc(N(C)C)cc2)Cc2ccco2)cc1
1.3%[76.3 µM] | N#Cc1c(-n2ncnc2-c2ccccc2C(F)(F)F)sc2c1CCCCC2
-5.9%[76.3 µM] | Cc1ccc(CN(Cc2ccco2)C(=O)c2oc3ccc(C)cc3c2C)cc1
-6.0%[76.3 µM] | O=C(c1ccco1)N1CCN(Cc2csc(-c3ccccc3Cl)n2)CC1
-11.2% | COCCn1c(SCC(=O)Nc2ccc3c(c2)OCCO3)nnc1C(C)C
-12.6%[76.3 µM] | CCOCN(C(=O)CSc1nc2ccccc2[nH]1)c1c(C)cccc1CC
-2.5%[76.3 µM] | COc1ccccc1C(=O)COC(=O)c1cccc(S(=O)(=O)N2CCCC2)c1
-12.0% | CC1CCN(C(=O)/C(=C\c2ccccc2)NC(=O)c2ccccc2)CC1
-0.2%&-9.1%[76.3 µM] | COc1ccc(CCNC(=O)c2ccc3c(c2)N(Cc2ccc(C)cc2)CCS3)cc1OC
-3.4%[76.3 µM] | Cc1ccc(NC(=O)CSc2cn(CC(=O)N3CCOCC3)c3ccccc23)cc1Cl
0.8%[76.3 µM] | O=C(CN1C(=O)S/C(=C\c2ccc(Cl)cc2)C1=O)NC1C=CS(=O)(=O)C1 (stereo not given)
2.1%[76.3 µM] | Cc1cccc(CCNC(=O)CNS(=O)(=O)c2ccc3nc(C)sc3c2)c1
-5.2%[76.3 µM] | COc1cc(NC(=O)CCc2nnc3ccc(N4CCCC4)nn23)cc(OC)c1OC
-0.9% | Cc1ccc(NC(=O)Nc2cccc(C)n2)cc1
-20.9%[76.3 µM] | O=C(CSc1ccccc1)N1CCN(S(=O)(=O)c2cccs2)CC1
0.2% | Cc1cc(C)cc(N(CC(=O)NCc2ccccc2)C(=O)CCC(=O)Nc2ccccn2)c1
u | Cc1ccc(Nc2c(-c3ccsc3)nc3cccc(C)n23)cc1
-15.6% | C/C(CC(=O)Nc1ccccn1)=N\NC(=O)c1ccc([N+](=O)[O-])cc1Cl
-9.6% | COCCn1c(SCc2cccc(F)c2)nc2cc(C(=O)OC)ccc2c1=O
4.6%[76.3 µM] | COc1ccc(Br)cc1S(=O)(=O)Nc1ccc(Cl)cn1
2.0% | CCOc1ccc(C(=O)OCC(=O)NC2CCCC2)cc1OCC
2.6%[76.3 µM] | CC(C(=O)NCCc1ccc(Cl)cc1)n1c(=O)c2cccn2c2cccnc21 (stereo not given)
-8.8% | CN1C(=O)Cc2cc(S(=O)(=O)NCc3c(F)cccc3Cl)ccc21
-16.6%[76.3 µM] | COc1ccc(-c2noc(CSc3nnc(-c4ccncc4)n3-c3ccccc3)n2)cc1
1.4% | O=C(c1cc2ccccc2cc1O)N1CCCC1
0.9%[76.3 µM] | COc1ccc(CNC(=O)[C@@H](NC(=O)C2CCN(S(=O)(=O)c3ccccc3)CC2)C(C)C)cc1
3.0% | O=C(CCCNC(=O)c1ccc(Cl)cc1)NCc1ccccc1Cl
-4.6% | O=C(NCCCn1ccnc1)c1cccc(Br)c1
-23.4%[76.3 µM] | CC(C)c1ccc(S(=O)(=O)N2CCN(C(=O)C3CCCCC3)CC2)cc1
-4.3%[76.3 µM] | Cc1ccc(NC(=O)NNC(=O)COc2ccc([N+](=O)[O-])cc2)cc1C
4.2% | CC(=O)N(c1ccc2oc(=O)sc2c1)S(=O)(=O)c1cccc2cccnc12
-2.1%[76.3 µM] | CC(C)(C)N(Cc1ccccc1)C(=O)CSc1ncn[nH]1
7.3%[76.3 µM] | COc1ccc(S(=O)(=O)c2c(C(=O)c3ccc(C)c(C)c3)cnc3ccc(C)cc23)cc1
-5.1%[76.3 µM] | Cc1ccc(-n2nnc(C(=O)Nc3cc(F)ccc3F)c2C)cc1F
u | COc1cccc(CNC(=O)CCC(=O)N2CC3CCCN3c3ccccc32)c1 (stereo not given)
-8.5%[76.3 µM] | Cc1ccc2oc(-c3ccc(C)c(NC(=O)C(C)(C)Oc4ccc(Cl)cc4)c3)nc2c1
-3.0%[76.3 µM] | CCOC(=O)c1cc2c(=O)n3ccccc3nc2n(C)c1=NC(=O)c1c(-c2ccccc2Cl)noc1C
u | Cc1cc(=O)oc2c(C)c(OC(C)C(=O)NC(Cc3c[nH]c4ccc(O)cc34)C(=O)O)ccc12 (stereo not given)
0.9%[76.3 µM] | Fc1ccc(Nc2ncnc3ccccc23)cc1
-13.1%[76.3 µM] | Cc1cccc(NC(=O)Nc2cccc3ccccc23)c1
11.5%[76.3 µM] | CCN1CCN(C(=O)c2cc(COc3ccc(F)cc3F)on2)[C@@H](C)C1=O
-6.2%[76.3 µM] | CCCSCCCNC(=O)C1CCN(C(=O)c2cnn(-c3ccccc3)c2-n2cccc2)CC1
-10.4%[76.3 µM] | Cc1cccc(C(=O)NNC(=O)c2ccccc2O)c1
0.3%[76.3 µM] | CCc1ccc(C(=O)N/N=C(\C)c2cccnc2)s1
3.7%[76.3 µM] | Cc1cccc(NC(=O)Nc2ccc3c(c2)CCC3)c1
5.8%[76.3 µM] | CCC(=O)c1c[nH]c(C(=O)N2CCOCC2)c1
0.2%[76.3 µM] | Cc1ccc2c(c1)N(CC(=O)Nc1c(C)cccc1C)C(=O)c1cccnc1O2
-6.5%[76.3 µM] | COc1ccc(NC(=O)C(Cc2ccccc2)NS(=O)(=O)c2ccc3c(c2)CCC(=O)N3)c(OC)c1 (stereo not given)
-11.5%[76.3 µM] | O=[N+]([O-])c1cccc(CN2CCC(Cc3ccccc3)CC2)c1
-4.3% | COc1ccc(C(=O)Nc2ccc3nc(N4CCN(C)CC4)cc(C)c3c2)c(OC)c1
-8.4%[76.3 µM] | Cc1ccc(N(CC(=O)Nc2cccc(Cl)c2)S(=O)(=O)c2cccs2)cc1
5.2% | Cc1cc(=O)oc2c3c(cc(OCC(=O)NCCC(=O)O)c12)OC(C)(C)CC3
16.4%[76.3 µM] | COc1cccc(NC(=O)CCN2CCN(CCO)CC2)c1
-5.8% | CCOc1ccc(/C=C2\CCC(C3CCCC3)C2=O)cc1OC (stereo not given)
-16.0% | COc1cc(OC)c(OC)cc1/C=C1\SC(N2CCCCC2)=NC1=O
4.1% | COc1ccc(CNC(=O)CN(C(=O)c2csnn2)c2ccc(C(C)=O)cc2)cc1
-7.6%[76.3 µM] | Cc1ccc(NC(=O)CSc2nc(-c3ccc(F)cc3)nc3c2Cc2c(CO)cnc(C)c2O3)cc1C

# Carrying on.
GAA glycogen | SMILES
-7.7%[76.3 µM] | CC1CCc2noc(NC(=O)c3ccccc3[N+](=O)[O-])c2C1 (stereo not given)
3.0%[76.3 µM] | COC(=O)c1cc(NC(=O)c2c(C)noc2C)ccc1N1CCOCC1
3.0% | CCNC(=O)/C(C#N)=C/c1c(N2CCCCCC2)nc2ccccn2c1=O
1.3% | O=c1c2cc(Br)ccc2[nH]c(=S)n1Cc1ccccc1
-0.6%[76.3 µM] | Cc1ccc(S(=O)(=O)CCC(=O)OCC(=O)N2CCN(S(=O)(=O)c3ccc(Cl)cc3)CC2)cc1
-8.2%[76.3 µM] | Cc1ccc(C(=O)Nc2ccc(C)c(S(=O)(=O)N3CCOCC3)c2)c(C)c1
-12.4%[76.3 µM] | CCC(C(=O)NCc1ccccc1)n1nc(C)c2sc3ccccc3c2c1=O (stereo not given)
-9.2%[76.3 µM] | Cc1ccc(NC(=O)CN2C(=O)c3ccccc3C2=O)cc1
-20.4%[76.3 µM] | Cc1ccc(C(=O)NC(=S)Nc2ccc(N3CCN(C(=O)c4ccco4)CC3)cc2)cc1
2.2%[76.3 µM] | Cc1cc(C)c(NC(=O)c2cccc(NC(=O)c3ccco3)c2)c(C)c1
-8.7%[76.3 µM] | O=C(Nc1ccc2oc(-c3ccc4ccccc4c3)nc2c1)c1ccccc1F
-10.3%[76.3 µM] | O=C(Nc1ccc(N2CCCC2)cc1)c1cc(Br)ccc1Cl
2.1%[76.3 µM] | Cc1cc(F)ccc1NC(=O)CCS(=O)(=O)c1cccc2nsnc12
-9.1%[76.3 µM] | O=C(O)C1C2CCC(O2)C1C(=O)Nc1ccc(Cl)cc1F (stereo not given)
2.1%[76.3 µM] | CC(C(=O)NCc1cccnc1)c1ccc([N+](=O)[O-])cc1 (stereo not given)
-0.2%[76.3 µM] | COc1cc(NC(=O)c2cc(Cl)c(OC)c(Cl)c2)ccc1NC(=O)c1cc2ccccc2o1
-7.2%[76.3 µM] | CCCCNC(=O)CCn1c(=O)c2ccccc2n(Cc2ccccc2C#N)c1=O
3.8%[76.3 µM] | O=C(Nc1ccc(Nc2ccccc2)cc1)c1ccc(Cl)c([N+](=O)[O-])c1
1.2%[76.3 µM] | Cc1ccc(/C(O)=C2\C(=O)C(=O)N(C)C2c2ccc([N+](=O)[O-])cc2)cc1 (stereo not given)
1.1%[76.3 µM] | CC1CCN(S(=O)(=O)c2ccc(C(=O)Nc3nnc(C4=COCCO4)o3)cc2)CC1
-4.0%[76.3 µM] | O=Cc1cn(-c2ccccc2)nc1-c1ccc(F)cc1
-2.5%[76.3 µM] | O=C(Nc1cc(F)ccc1F)C1CCCN(c2ncnc3c2nc2n3CCCCC2)C1 (stereo not given)
-5.3%[76.3 µM] | CCOc1ccccc1-c1nnc(SCc2ccc(Cl)cc2)o1
2.0%[76.3 µM] | CC(C)Cn1c(=O)c2ccccc2n2c(-c3ccc(Br)cc3)nnc12
-2.3%[76.3 µM] | CC1CCN(C(=S)NC(=O)c2ccccc2Br)CC1
15.7%[76.3 µM] | Cc1cc(C)cc(NC(=O)CN2CCC(NC(=O)c3ccccc3F)CC2)c1
0.0%[76.3 µM] | C/C(=N/NS(=O)(=O)c1ccc(C(C)(C)C)cc1)c1ccc2c(c1)OCO2
1.1% | CCC(=O)NCCc1nc2cc(NC(=O)c3ccc(Cl)cc3)ccc2n1C
5.9%[76.3 µM] | Cc1cc(-c2ccccc2)n2nc(-c3ccccc3)cc2n1
-1.0%[76.3 µM] | CCc1nnc(NC(=O)c2ccc(F)c(S(=O)(=O)N3CCCCC3)c2)s1
3.1%[76.3 µM] | COc1ccc(NC(=O)N2CCN(C(=O)c3ccco3)CC2)c(OC)c1
-15.7%[76.3 µM] | COc1ccc(CCNc2oc(/C=C/c3ccc(OC)c(OC)c3)nc2C#N)cc1
-25.9%[3.05 µM] | O=C(O)CCC(=O)N1CCN(Cc2ccc3c(c2)OCO3)CC1
4.0%[76.3 µM] | Oc1ccc(Cl)cc1N=Nc1ccccc1
19.4%[76.3 µM] | N#C/C(=C\c1c[nH]c2ccccc12)C(=O)NC1CC1
3.1%[76.3 µM] | O=C(COc1ccc([N+](=O)[O-])cc1)NNC(=O)Nc1ccc([N+](=O)[O-])cc1

# Compounds above that contain a COOH group (five):
GAA glycogen | SMILES
3.6% | CC(=O)c1c(C)oc2c1cc(NS(=O)(=O)c1ccc(C(=O)O)cc1)c1ccccc12
u | Cc1cc(=O)oc2c(C)c(OC(C)C(=O)NC(Cc3c[nH]c4ccc(O)cc34)C(=O)O)ccc12 (stereo not given)
5.2% | Cc1cc(=O)oc2c3c(cc(OCC(=O)NCCC(=O)O)c12)OC(C)(C)CC3
-9.1%[76.3 µM] | O=C(O)C1C2CCC(O2)C1C(=O)Nc1ccc(Cl)cc1F (stereo not given)
-25.9%[3.05 µM] | O=C(O)CCC(=O)N1CCN(Cc2ccc3c(c2)OCO3)CC1

# (next part)
GAA glycogen | SMILES
-3.4% | CCc1ccc(N(CC)C(=O)Cc2c(C(=O)O)n(C)c3ccccc23)cc1
1.5%[76.3 µM] | C=CCCC(=O)N1CCC(n2nccc2NC(=O)CCCc2ccccc2)CC1
5.6%[76.3 µM] | O=C(NCCN1CCOCC1)c1ccc2c(c1)N(Cc1ccccc1)C(=O)c1ccccc1S2
-7.5%[76.3 µM] | CCN(Cc1ccc(C#CCCO)cc1)CC1CCCN(CCc2cccc(OC)c2)C1 (stereo not given)
-1.8%[76.3 µM] | COc1ccc(S(=O)(=O)N2CCCCC2C)cc1 (stereo not given)
7.5%[76.3 µM] | Clc1ccc(-c2cn3ncsc3n2)cc1
-1.8%[76.3 µM] | COc1cc(C(=O)N/N=C/c2ccc(OC(=O)c3cccc(C)c3)cc2)ccc1O
-4.9% | CC(Cc1ccccc1)N1C(=O)c2cccc([N+](=O)[O-])c2C1=O (stereo not given)
6.9% | CCOc1cc(C(C(=O)NCC2CCCO2)N(C(=O)Cn2nnc3ccccc32)c2ccccc2C(C)=O)ccc1O (stereo not given)
-5.8%[76.3 µM] | COC(=O)c1ccc(NC(=O)CSc2cn(CC(=O)N3CCCCCC3)c3ccccc23)cc1
-4.7%[76.3 µM] | Cc1ccc2oc(-c3ccc(C)c(NC(=O)c4ccc(N5CCC(C)CC5)c([N+](=O)[O-])c4)c3)nc2c1
-1.3% | Cc1cc(C)cc(N(C(=O)c2csnn2)C(C(=O)NC2CCCC2)c2ccccn2)c1 (stereo not given)
-4.6%[76.3 µM] | CCc1ccc(CNC(=O)c2nn(C)c3c2CS(=O)(=O)c2ccccc2-3)cc1
-7.0%[76.3 µM] | Nc1nnc(SCC(=O)Nc2cccc(F)c2)s1
-10.0%[76.3 µM] | CCn1cc(C(=O)N2CCN(c3ccccc3F)CC2)c(=O)c2cc(S(=O)(=O)N(C)C3CCCCC3)ccc21
1.3% | CCOC(=O)Cc1nnc(NC(=O)CCc2ccccc2)s1

# Three entries from above, sorted by SMILES length, rising.
GAA glycogen | SMILES
-4.6%[76.3 µM] | CCc1ccc(CNC(=O)c2nn(C)c3c2CS(=O)(=O)c2ccccc2-3)cc1
-1.3% | Cc1cc(C)cc(N(C(=O)c2csnn2)C(C(=O)NC2CCCC2)c2ccccn2)c1 (stereo not given)
-10.0%[76.3 µM] | CCn1cc(C(=O)N2CCN(c3ccccc3F)CC2)c(=O)c2cc(S(=O)(=O)N(C)C3CCCCC3)ccc21

# A portion of the library; count on the stated rates, not on these rows.
